# Assay outcomes deposited in PubChem BioAssay by The Scripps Research Institute Molecular Screening Center.
# CHO parental Ca: counter-screen for OX1R antagonists: effect in parental CHO cells; parental CHO-K1, ATP-induced calcium, Fluo-8 fluorescence; inhibition, % at 5.6 µM; hit rate 0.63% among 330,000;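 active = inhibition above that plate's mean sample inhibition plus 3 SD, cut at about 26% in these data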;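 also: 0% = ATP-challenged DMSO wells and 100% = DMSO wells without ATP; some compounds past the cut are filed as inactive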
#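 Measured by: calcium-sensitive Fluo-8 fluorescence / Test system: CHO parental line / Controls: ATP-challenged DMSO wells low, unchallenged DMSO wells high / Measure: % inhibition / Compound: single nominal dose of 5.6 µM per compound / Replicates: single well per compound, no replicates / Reagent: ATP as calcium-mobilizing challenge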
# CHRM1 antagonist: antagonists of human M1 muscarinic receptor; P11229; CHO-K1 hM1, Fluo-8 calcium fluorescence, ACh EC80 antagonist; inhibition, % at 3 µM; hit rate 1.3% among 360,000; AID 588852;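 active = percent inhibition above its own plate's cutoff, namely the mean of that plate's compound wells plus 3 SD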;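 also: peak over basal fluorescence ratio during 140 s after agonist addition; 0% = ACh EC80 plus DMSO and 100% = DMSO alone without agonist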
# Target sequence (P11229 whole entry, looked up): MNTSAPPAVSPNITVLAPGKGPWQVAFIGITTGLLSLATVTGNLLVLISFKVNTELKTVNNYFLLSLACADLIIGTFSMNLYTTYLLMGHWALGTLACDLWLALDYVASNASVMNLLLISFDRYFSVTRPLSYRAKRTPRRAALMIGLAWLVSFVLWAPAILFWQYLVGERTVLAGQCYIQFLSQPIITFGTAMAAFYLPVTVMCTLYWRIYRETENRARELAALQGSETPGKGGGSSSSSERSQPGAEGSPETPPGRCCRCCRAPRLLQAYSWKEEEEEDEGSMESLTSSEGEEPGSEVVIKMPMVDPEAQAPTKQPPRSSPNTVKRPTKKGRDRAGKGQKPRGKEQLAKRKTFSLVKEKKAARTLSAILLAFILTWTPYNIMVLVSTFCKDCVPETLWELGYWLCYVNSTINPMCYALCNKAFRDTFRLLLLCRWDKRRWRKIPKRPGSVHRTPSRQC
# TAAR1 agonist: agonists of human TAAR1; Q96RJ0; CHO RD-HGA16 TAAR1, Fluo-8 calcium fluorescence; vehicle wells 0%, saturating PEA agonist 100%; activation, % at 3 µM; hit rate 0.99% among 360,000; AID 624467;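 active = activation above the mean activation of all test compounds in the run plus 3 SD, cut at about 38% in these data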
# Target sequence (Q96RJ0 whole entry, looked up): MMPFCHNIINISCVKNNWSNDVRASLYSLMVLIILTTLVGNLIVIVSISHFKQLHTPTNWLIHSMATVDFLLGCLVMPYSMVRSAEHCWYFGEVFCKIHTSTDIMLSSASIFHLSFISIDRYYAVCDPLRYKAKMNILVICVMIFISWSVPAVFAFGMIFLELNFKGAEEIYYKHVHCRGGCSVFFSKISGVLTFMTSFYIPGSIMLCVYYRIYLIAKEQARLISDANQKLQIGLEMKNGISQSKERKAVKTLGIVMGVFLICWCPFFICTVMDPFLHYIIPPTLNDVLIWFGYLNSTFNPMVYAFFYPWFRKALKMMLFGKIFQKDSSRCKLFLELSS
#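 System: CHO RD-HGA16 cells carrying human TAAR1 plus Gα16; Incubation: 17-24 h seeding, 75 min 37 °C dye, 30 min RT; Measured by: Fluo-8 fluorescence, 5 s baseline then 140 s kinetic read; Control set: DMSO and PEA EC100; Replication: single well for each compound.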
# OXTR ag: agonists of human oxytocin receptor | P30559 | CHO-OTR cells, Fluo-8 calcium fluorescence; normalized: DMSO 0%, oxytocin 100% | activation, % at 3 µM | hit rate 0.32% among 320,000;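 active = activation above the mean of all tested compounds plus 3 SD, cutoff set per screening run, cut at about 20% in these data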;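 also: peak over basal fluorescence ratio from a 100 s FLIPR kinetic read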
# CHRM1 PAM: human CHRM1 positive allosteric modulation. CHO-K1 hM1, Fluo-8 calcium fluorescence, ACh EC20; 0% = ACh EC20, 100% = maximal ACh. activation, % at 3 µM. hit rate 0.088% among 360,000. AID 588819; in the data active = activation above about 19%, passing the limit was not always enough
# OXTR potentiate: human OXTR potentiation. P30559. CHO-OTR cells, Fluo-8 calcium fluorescence, potentiator mode; 0% = oxytocin EC15, 100% = EC100. activation, % at 3 µM. hit rate 0.061% among 320,000. AID 2445;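 active = activation above that plate's cutoff, the mean activation of tested compounds plus 3 SD, cut at about 6.6% in these data, passing the limit was not always enough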;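 also: 100% uses oxytocin at 75 nM as the full agonist control; some results filed as inactive read as strong as hits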
#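 Assay system: CHO cell line stably expressing human OTR | Also added: Oxytocin at about EC15, sub-maximal agonist stimulus | Times: Compound 6 min at room temperature before oxytocin, 100 s read | Measured by: Fluo-8 intracellular calcium fluorescence, ex 470-495, em 515-575 nm | Controls: EC15 oxytocin alone as 0%, 75 nM oxytocin as 100%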
# TAAR1 antagonist: human TAAR1 antagonism; AID 624466; Q96RJ0; inhibition, % at 3 µM; CHO RD-HGA16 TAAR1, Fluo-8 calcium fluorescence, antagonist; hit rate 1.5% among 360,000;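 active = inhibition above a per-plate cutoff, the mean inhibition of test compounds on that plate plus 3 SD, cut at about 49% in these data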;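 also: 0% = DMSO plus EC80 beta-PEA response and 100% = DMSO alone without agonist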
#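 Test system – hTAAR1-expressing CHO RD-HGA16 cells, Gα16-coupled · Also added – β-PEA at EC80 concentration, post-compound challenge · Compound – 3 µM, single point · Incubation – dye loading 75 min at 37 °C, then 30 min room temperature · Measured by – Fluo-8 intracellular calcium dye fluorescence, real-time kinetic reads · Benchmarks – vehicle and agonist controls · Replicates – singlicate, one well per test compound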
# V1R ag counter: V1a receptor agonism, counter-screen for OXTR agonists; hit rate 0.25% among 320,000; activation, % at 3 µM; CHO-V1R cells, Fluo-8 calcium fluorescence, agonist mode; 0% DMSO, 100% 3 nM vasopressin; AID 2797; P37288;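 active = activation above the mean activation of all tested compounds plus 3 SD, per screening run, cut at about 20% in these data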;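 also: signal is peak over basal fluorescence ratio across a 100 second FLIPR read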
# CHRM1 agonist: agonists of human M1 muscarinic receptor; AID 588814; hit rate 0.33% among 360,000; activation, % at 3 µM; P11229; CHO-K1 hM1, Fluo-8 calcium fluorescence, agonist mode; 0% DMSO, 100% acetylcholine EC100;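 active = activation above the run's mean compound activation plus 3 SD, cut at about 16% in these data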;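 also: peak over basal fluorescence ratio within a 140 s kinetic read after compound addition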
# Active calls of the source: *; . = no result given.
SMILES,CHO parental Ca,CHRM1 antagonist,TAAR1 agonist,OXTR ag,CHRM1 PAM,OXTR potentiate,TAAR1 antagonist,V1R ag counter,CHRM1 agonist
O=C(CN1CCN(c2ccccc2F)CC1)Nc1nnc(C(F)(F)F)s1,-18,-7,8,0.6,6,-11,14,1.5,-2
Cc1ccc(CSCCNC(=O)CN2C(=O)c3ccccc3S2(=O)=O)cc1,-11,3,1,1.4,-2,-7,-22,0.0,1
C=CCC(=O)NC1CC(C)(C)Cc2c1cnn2-c1ccccc1C (stereo not drawn),-13,-5,0,-0.6,2,0,-27,-0.2,-5
COc1ccccc1C(=O)N/C(=C/c1ccc(Br)cc1)C(=O)NCCCn1ccnc1,-26,-16,1,-0.1,10,-8,7,1.4,-4
CCOC(=O)c1c(C)[nH]c(N=Nc2cccc(C)c2)c1C,-27,4,14,-2.2,-8,-10,16,-0.9,-9
CCCCn1c(N)c(N(CCOC)C(=O)c2cccc(-n3cnnn3)c2)c(=O)[nH]c1=O,-1,-22,0,-0.3,16,-9,11,-0.6,-1
COc1ccc(-c2nc(CS(=O)CC(=O)NC3CCCC(C)C3C)c(C)o2)cc1OC (stereo not drawn),-34,3,2,-1.3,-3,-3,-6,2.5,-2
O=C(NNC(=O)c1cc2cc3ccccc3nc2s1)c1cccc(C(F)(F)F)c1,-8,-10,-1,1.3,10,-8,10,0.2,-4
O=C(O)c1ccc2[nH]c3c(c2c1)CCCC3,.,-19,2,.,12,.,-14,.,0
CCN1CCN(c2nnc(-c3ccccc3)c3ccccc23)CC1,0,-2,2,-0.9,5,-15,-7,-0.1,-11
COc1ccccc1NC(=O)C1CCN(C(=O)c2ccco2)CC1,-3,3,1,0.8,-3,4,-7,1.4,-5
CC(C)(C)n1nc2c(c1NC(=O)Cc1cccc3ccccc13)CS(=O)C2 (stereo not drawn),1,-16,0,-1.1,7,-7,6,0.1,-2
O=C(NCC(=O)N1CCN(c2ccccc2F)CC1)c1ccc(Br)o1,-11,-6,1,-0.5,4,-3,-12,0.9,-2
Cc1ccc(N2CCN(S(=O)(=O)c3ccc4c(c3)oc(=O)n4C)CC2C)cc1 (stereo not drawn),-12,1,0,0.2,-3,-6,21,4.5,-4
O=c1[nH]c(-c2ccccc2Cl)nc2c1sc(=S)n2-c1ccccc1,.,0,5,.,12,.,3,.,-9
O=C(NNc1ccc([N+](=O)[O-])cc1)C1CC1c1ccccc1 (stereo not drawn),8,-7,1,-0.2,4,-5,-7,1.6,-6
Cc1cc(C#N)c(C)n1-c1cc(C(F)(F)F)ccc1N1CCOCC1,-18,-15,-2,-2.1,-5,-3,-9,-0.2,-5
COc1ccc(CC(=O)NNC(=O)COc2ccc(Br)cc2C)cc1OC,-18,7,0,0.1,-3,-2,-15,1.7,-4
Cc1nn(-c2ccccc2)c(Oc2ccccc2)c1C=O,-16,-11,2,-1.4,12,-2,-11,-1.2,-11
COc1cccc(C2c3[nH]c4ccccc4c3C[C@H]3C(=O)N(c4ccccc4C(=O)N4CCC[C@H]4C(=O)O)C(=O)N23)c1 (stereo partly drawn),-11,-6,6,-0.5,3,-3,-18,1.5,-4
COc1cc2c(cc1OC)C(CCc1ccccc1)=NCC2,-14,-13,1,-0.5,8,-1,-13,0.3,-5
COc1ccc(-c2nnnn2-c2ccccc2OC)cc1,-3,-2,3,0.1,3,-2,1,1.2,-9
Cc1ccc(CNC(=O)C2CCN(S(=O)(=O)N3CCCC3)CC2)cc1,-8,4,1,-0.6,-1,2,-4,0.2,-1
COc1ccccc1NC(=O)CSc1nc(=O)n2cc(C)ccc2n1,-25,-5,8,0.4,5,-3,-18,0.4,0
CN(C)CCNC(=O)c1onc(CSc2ccc(F)c(F)c2)c1C(=O)NCCN(C)C,-9,3,9,-0.4,-4,-11,-7,0.5,-14
Cc1cccc(NC(=O)Nc2ccc(F)cc2)n1,-6,-8,-2,-0.9,6,-4,-8,0.8,-1
CCOc1ncccc1C(=O)OCC(=O)Nc1ccc(S(=O)(=O)N2CCOCC2)cc1,-9,-10,5,0.5,14,-1,-23,1.3,-7
CCN(C[C@H]1N[C@@](Cc2ccccc2)(C(=O)OC)[C@H]2C(=O)N(Cc3ccccc3)C(=O)[C@@H]12)C(=O)Nc1ccc(C)cc1,-37,-12,-1,2.0,8,2,-14,2.2,-3
N#CCC(N)=C(C#N)C#N,-1,-5,0,1.9,-7,-15,-4,7.4,-2
CC(C)C(NS(=O)(=O)c1cccs1)C(=O)NCCCN1CCCCCC1 (stereo not drawn),-8,11,1,1.1,-9,1,-8,-0.1,-11
COc1ccc(S(=O)(=O)N(C)C[C@H]2Oc3c(NC(=O)Nc4ccccc4)cccc3C(=O)N([C@H](C)CO)C[C@@H]2C)cc1,.,10,12,.,-12,.,57*,.,-4
Cc1cc(C)c(NC(=O)/C=C\C(=O)O)c([N+](=O)[O-])c1,-7,3,7,0.7,5,1,-3,0.5,1
Cn1cnc(C(=O)NCc2ccccc2)c1C(=O)NCc1ccccc1,-35,3,17,0.1,0,-1,2,0.5,-4
COc1ccc(CCNC(=O)C2CCN(C(=O)c3cccs3)CC2)cc1,-15,-9,1,0.5,9,-6,-16,-0.4,-4
CC(=O)Nc1ccc2c(c1)nc(CCN1CCC(C)CC1)n2C,3,9,2,0.8,-1,4,-10,0.6,-8
COCCCN(Cc1ccco1)C(=O)CSc1nc2ncccc2[nH]1,-11,13,1,1.3,-5,-5,-11,1.1,-3
COc1ccc(Nc2cc(C(=O)NCc3cccnc3)c3ccccc3n2)c(OC)c1,-14,.,.,1.8,.,-9,.,1.2,.
c1csc(-c2noc(CN3CCN4CCCC4C3)n2)c1 (stereo not drawn),-23,-3,2,-0.2,2,-16,-3,1.2,-7
OC[C@@H]1CN(Cc2ccncc2)C[C@H](n2cnc3c(NCc4ccco4)ncnc32)O1,.,-8,0,.,5,.,-4,.,-3
O=C(CCC(=O)N(CC(=O)NC1CCCC1)c1ccc(F)cc1)Nc1nccs1,-10,-14,1,0.7,11,1,-9,0.4,0
CCOc1ccc(-c2cc(C(=O)Nc3cc(OC)c(OC)c(OC)c3)[nH]n2)c(C)c1,.,-8,4,.,5,.,34,.,-2
COc1ccc(C(=O)Nc2ccc(Nc3ccccc3)cc2)cc1OC,-2,-10,5,-0.2,7,-3,10,-0.1,-3
CCOC(=O)c1sc(Nc2ccccc2Cl)nc1C,-15,-5,19,5.9,0,-14,-17,0.6,-5
Cc1occc1C(=O)Nc1nnc(C(F)(F)F)s1,-7,-6,31,3.1,2,-5,-18,6.8,4
Cc1cc(C(=O)NNc2ccc(Cl)cc2)no1,-19,1,1,1.5,0,-4,-19,0.4,-3
O=C(CSc1nnc(-c2ccc3c(c2)OCO3)o1)Nc1c(F)cccc1F,-7,-1,-2,2.0,5,-5,2,2.8,0
NC(=O)Nc1ccc2c(c1)OCCO2,8,1,-1,0.1,1,-2,8,-0.1,-1
COc1ccc(/C=N/NC(=O)CN2CCCc3ccccc32)c(OC)c1,-20,0,7,-1.1,-4,-17,-15,-0.4,-5
COc1cccc(C2/C(=C(/O)c3ccc(F)cc3)C(=O)C(=O)N2CCN(C)C)c1 (stereo not drawn),1,11,3,-0.3,-4,1,-9,0.5,-5
O=C(NC(=S)NCc1nc2ccccc2[nH]1)c1ccc(F)cc1,-10,1,7,-1.8,-1,-5,-11,-1.4,-6

# Following part
SMILES,CHO parental Ca,CHRM1 antagonist,TAAR1 agonist,OXTR ag,CHRM1 PAM,OXTR potentiate,TAAR1 antagonist,V1R ag counter,CHRM1 agonist
COCCn1c(N)c(N(Cc2ccccc2)C(=O)COc2ccc(F)cc2Cl)c(=O)[nH]c1=O,-10,-8,2,-0.2,2,0,-13,0.3,0
COc1ccc(S(=O)(=O)Nc2ccc3oc(C)c(C(C)=O)c3c2)cc1,41*,17,10,11,-4,-23,18,9.9,1
Cn1ncc2c(N)nc(NCCO)nc21,.,-9,3,.,11,.,-3,.,0
CCCCCCN1C[C@@H](n2cc(COC(=O)c3ccccc3)nn2)[C@H](O)C[C@@H]1c1ccccc1,.,2,0,.,7,.,-18,.,2
O=C(NC(=S)N1CCCCC1CO)c1cccs1 (stereo not drawn),-5,-5,1,0.6,1,3,-7,-0.5,0
CC(C)CCc1c(O)nc(SCC(C)C)[nH]c1=O,-2,18,1,0.1,-3,8,-22,1.1,1
COc1ccc(-c2nc3ccc(C(=O)NCC(OC)OC)cc3nc2-c2ccc(OC)c(OC)c2)cc1OC,-19,-5,11,1.1,2,7,0,-1.5,-3
CCCNC(=O)c1cc(C2CCCCN2C(=O)c2ccccc2)on1 (stereo not drawn),.,-9,0,.,7,.,-10,.,-7
O=C(CSc1nnc(NC2CCCCC2)s1)NN1C(=O)NC2(CCCCC2)C1=O,-1,2,4,-0.2,5,-6,-15,0.0,0
CCc1ccccc1NC(=O)CSc1nnc(Cn2cnc3ccccc32)o1,3,-12,8,0.4,8,-10,12,-0.1,-3
CSc1ccc(S(=O)(=O)Nc2ccc3c(c2)NC(=O)CC3)cc1,6,6,5,7.9,-9,-24,13,9.8,-9
Cc1ccccc1Cn1nc(C)c(NC(=O)c2cc3n(n2)C(C(F)F)CC(C(F)F)N3)c1C (stereo not drawn),-2,-2,12,0.4,0,-2,-8,0.3,-2
O=C(O)C1C2C=CC(C2)C1C(=O)NCc1ccco1 (stereo not drawn),-1,-3,11,1.8,2,-1,1,-0.1,-4

# A draw from above in order of formula weight, rising.
SMILES,CHO parental Ca,CHRM1 antagonist,TAAR1 agonist,OXTR ag,CHRM1 PAM,OXTR potentiate,TAAR1 antagonist,V1R ag counter,CHRM1 agonist
N#CCC(N)=C(C#N)C#N,-1,-5,0,1.9,-7,-15,-4,7.4,-2
COc1ccc(C(=O)Nc2ccc(Nc3ccccc3)cc2)cc1OC,-2,-10,5,-0.2,7,-3,10,-0.1,-3
OC[C@@H]1CN(Cc2ccncc2)C[C@H](n2cnc3c(NCc4ccco4)ncnc32)O1,.,-8,0,.,5,.,-4,.,-3
COc1ccc(S(=O)(=O)N(C)C[C@H]2Oc3c(NC(=O)Nc4ccccc4)cccc3C(=O)N([C@H](C)CO)C[C@@H]2C)cc1,.,10,12,.,-12,.,57*,.,-4
